# aSyn rescue: alpha-synuclein toxicity inhibition in yeast; Yeast expressing alpha-synuclein, growth rescue, BacTiter-Glo, 24 h; AID 652106; actives 0.14% (n = 370,000); Potency, µM (doses to about 46.1 µM), for inactives: at the top dose growth rescue (activation), actives largely listed as activators; also: potency is read from the fitted curve at half-maximal effect; % of control where 0% means no effect; nearly all actives have a fitted effect of over 65% in size
#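 Rescue of yeast growth: cells expressing toxic alpha-synuclein, induced in galactose at OD600 0.02, incubated with compound 24 h at 30 C. ATP luminescence quantified growth; inhibitors of toxicity appear as activators.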
# Abeta yeast res: restores growth of yeast expressing A-beta42 peptide. actives 0.063% (n = 410,000). Potency, µM (doses to about 46.1 µM), inactives show at the highest dose growth rescue, most hits filed as activators. yeast expressing A-beta42, growth rescue, OD600, 48 h; response scale: 0% DMSO, 100% iron-clioquinol control; also: potency is read from the fitted curve at half-maximal effect; nearly all actives have a fitted effect of over 55% in size
#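 Yeast A-beta toxicity model in growth medium with pinned compounds, 48 h at 30 C; growth read as absorbance at 600 nm. Normalized to FeCl3/clioquinol equimolar mix (positive) and DMSO (negative).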
# PTHR1 ag: PTHR1 (human) receptor agonism; HEK293 GP2 PTHR1 cells, GloSensor cAMP luminescence, 1 h; Potency, µM (titrated, usually from 115 µM), without a hit: at the highest dose activation, usual class: activators; Q03431; actives 0.075% (n = 410,000); AID 743266; also: potency is read from the fitted curve at half-maximal effect; nearly all actives have a fitted effect of over 55% in size; some results filed as inactive show a strong effect at the top dose; inactives centre near -15; many of its hits are not listed in these tables
# Target sequence (Q03431 whole entry, looked up): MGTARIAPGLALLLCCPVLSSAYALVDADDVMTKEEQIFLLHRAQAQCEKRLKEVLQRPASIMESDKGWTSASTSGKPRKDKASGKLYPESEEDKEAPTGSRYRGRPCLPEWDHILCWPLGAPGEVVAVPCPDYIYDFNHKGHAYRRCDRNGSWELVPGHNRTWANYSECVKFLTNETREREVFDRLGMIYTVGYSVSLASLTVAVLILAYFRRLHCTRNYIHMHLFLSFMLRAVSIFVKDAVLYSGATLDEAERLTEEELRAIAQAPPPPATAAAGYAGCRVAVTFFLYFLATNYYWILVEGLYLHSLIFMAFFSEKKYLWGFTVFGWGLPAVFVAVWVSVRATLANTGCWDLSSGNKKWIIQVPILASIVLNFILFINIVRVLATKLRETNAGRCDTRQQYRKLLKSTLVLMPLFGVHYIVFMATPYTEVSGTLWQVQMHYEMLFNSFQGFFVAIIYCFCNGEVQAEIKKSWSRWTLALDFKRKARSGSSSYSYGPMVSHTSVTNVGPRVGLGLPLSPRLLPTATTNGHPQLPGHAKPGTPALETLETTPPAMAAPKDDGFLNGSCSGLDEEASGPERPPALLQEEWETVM
#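 HEK-293-derived GP2 cells expressing PTHR1 and a GloSensor cAMP reporter, 3,000/well, plated overnight, given luciferin plus IBMX (each 0.5 mM as added) for 1 h at 37 °C, then compound for 1 h at 37 °C. Luminescence was read after 15 min at room temperature.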
# pAkt inh: inhibitors of Akt phosphorylation | AID 651550 | actives 0.32% (n = 360,000) | Neuro2A IGF-stimulated pAkt S473 HTRF, 20 min; hits give low values | activity change, % for hits at 50 µM; in the data active = activity change below about -80%; inconclusive = mostly about -51% to -80%; also: % is scaled to controls: 0 for no effect and ±100 for the full control effect
#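 Neuro2A cells (4,500/well, DMEM with 0.5% FBS) were treated with compound at a single 50 µM final concentration, stimulated with 6 nM IGF for 20 min at 37 °C, and lysed. Phospho-Akt Ser473 was read by HTRF as 665/615 ratio ×10^4.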
# MmCpn inh: inhibitors of Methanococcus maripaludis chaperonin (MmCpn) | purified Mm-Cpn ATPase, ADP Transcreener TR-FRET | Potency, µM (series often up to 76.9 µM), for inactives: top-dose activity, negative = inhibition, most hits filed as inhibitors | actives 0.031% (n = 330,000) | AID 504842; also: potency is read from the fitted curve at half-maximal effect; % is scaled to controls: 0 for no effect and ±100 for the full control effect; nearly all actives have a fitted effect of over 80% in size
#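 25 nM Mm-CPN + cpd, 10 min 37°C; + 10 uM ATP, 30 min 37°C; buffer 30 mM Tris pH 7.4, 100 mM KCl, 5 mM MgCl2, 1 mM DTT; Transcreener ADP HTRF detection 30 min RT.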
# TDP43 rescue: rescues yeast growth from TDP-43 toxicity | TDP-43 expressing yeast growth rescue, BacTiter-Glo, 24 h | Potency, µM (top dose mostly 46.1 µM), inactives show at the top dose growth rescue (activation), most hits filed as activators | actives 1.8% (n = 410,000) | AID 652104; also: potency is read from the fitted curve at half-maximal effect; % of control where 0% means no effect; nearly all actives have a fitted effect of over 50% in size
#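 Readout is BacTiter-Glo luminescence of cell growth, so inhibitors register as activators. TDP-43-expressing yeast at OD600=0.02 in galactose medium, after raffinose pregrowth to mid-log, were incubated with compound for 24 hr at 30 deg C.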
# HEK293 tox: cytotoxic in the GLP-1 receptor inverse agonist counter-screen; HEK293 cAMP-luciferase reporter cells, luminescence, 24 h; Potency, µM (series often up to 38.3 µM), for inactives: at the highest dose activity change, negative = inhibition, hits mostly inhibitors; actives 0.13% (n = 410,000); AID 624418;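 also: loss of luciferase light is scored as toxicity; potency is read from the fitted curve at half-maximal effect; % is scaled to controls: 0 for no effect and ±100 for the full control effect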
#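 A 23 nL compound transfer followed 12 hours of cell culture at 37 deg C; exposure then lasted 24 hr. Luciferase assay detection reagent was dispensed and plates read for luminescence after a 12 min room-temperature wait.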
# GLP-1R inv ag: acts as inverse agonist at human GLP-1 receptor | Potency, µM (top dose mostly 38.3 µM), for inactives: at the top dose activity change, negative = inhibition, usual class: inhibitors | P43220 | AID 624417 | HEK293 GLP-1R CRE-luciferase, luminescence, 24 h; GLP-1R form is constitutively active | actives 1.6% (n = 410,000); also: potency is read from the fitted curve at half-maximal effect; % is scaled to controls: 0 for no effect and ±100 for the full control effect; nearly all actives have a fitted effect of over 55% in size
# Target sequence (P43220 whole entry, looked up): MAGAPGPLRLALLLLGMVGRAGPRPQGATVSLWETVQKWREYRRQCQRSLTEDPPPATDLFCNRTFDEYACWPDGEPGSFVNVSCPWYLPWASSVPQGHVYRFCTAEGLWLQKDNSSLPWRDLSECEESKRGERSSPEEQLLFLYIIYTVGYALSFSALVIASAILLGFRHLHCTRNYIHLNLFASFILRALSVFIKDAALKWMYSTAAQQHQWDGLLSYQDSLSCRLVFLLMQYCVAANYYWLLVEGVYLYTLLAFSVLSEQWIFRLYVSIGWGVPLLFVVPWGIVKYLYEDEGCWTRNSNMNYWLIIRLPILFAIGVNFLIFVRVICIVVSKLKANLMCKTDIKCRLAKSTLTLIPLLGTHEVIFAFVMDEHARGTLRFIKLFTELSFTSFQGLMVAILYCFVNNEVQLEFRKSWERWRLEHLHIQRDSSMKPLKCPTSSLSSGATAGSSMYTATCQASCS
#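 Assay principle: reduced luminescence from a cAMP-responsive reporter in HEK293 cells co-expressing a constitutively active GLP-1R. Conditions: 24 hr compound incubation, 37 deg C, 5% CO2.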
# FUS suppressor: suppressors of FUS proteinopathy in yeast | S. cerevisiae FUS-expressing, growth rescue, OD600, 24 h | Potency, µM (series often up to 76.6 µM), for inactives: at the highest dose growth rescue (activation), most hits filed as activators | actives 0.24% (n = 390,000);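 also: potency is read from the fitted curve at half-maximal effect; plate controls were DMSO vehicle for no effect and reference control for full effect; nearly all actives have a fitted effect of over 55% in size; some results filed as inactive show a strong effect at the top dose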
#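 Toxicity suppression screen in FUS-yeast. Cells induced with 2% galactose, starting OD 0.005, treated 24hr at 30C with compounds at multiple final concentrations; growth by OD600.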
# * = called active by the depositor; i = inactive; u = inconclusive; x = no result given; [ ] = remark or other dose. Unless noted, calls follow the shape of the dose curve; as a rule, active = well fitted curve in the direction sought with a large enough effect; inconclusive = small, poorly fitted or top-dose-only effect, or another doubt; inactive = no such curve, though single readings can be large; an effect the other way counts as inactive or inconclusive. This is a subset; count on the stated rates, not on these rows.
# Start of the listing, in advance:
no.	SMILES	aSyn rescue	Abeta yeast res	PTHR1 ag	pAkt inh	MmCpn inh
1	CCOC(=O)Cn1c(=O)n(Cc2ccc(C)cc2)c(=O)c2cccnc21	-7%	-6%	11%	i	1%
2	Cc1cc(NC(=O)CSc2ncc(C(=O)Nc3ccccc3)c(=O)n2C)no1	x	1%	i	x	x
3	O=C1c2ccccc2CCC12OC2c1ccncc1 (configuration not stated)	0%	0%	-26%	i	x

no.	TDP43 rescue	HEK293 tox	GLP-1R inv ag	FUS suppressor
1	11%	26%	-18%	-21%
2	u	0%	0%	1%
3	-1%	5%	67%[activator]	10%

# Main list, from the start:
no.	SMILES	aSyn rescue	Abeta yeast res	PTHR1 ag	pAkt inh	MmCpn inh
1	CCOC(=O)Cn1c(=O)n(Cc2ccc(C)cc2)c(=O)c2cccnc21	-7%	-6%	11%	i	1%
2	Cc1cc(NC(=O)CSc2ncc(C(=O)Nc3ccccc3)c(=O)n2C)no1	x	1%	i	x	x
3	O=C1c2ccccc2CCC12OC2c1ccncc1 (configuration not stated)	0%	0%	-26%	i	x
4	CCN1C(=O)[C@H]2[C@@H](c3ccc(C)cc3)N[C@]3(CCCN(Cc4cccn4C)C3=O)[C@H]2C1=O	3%	15%	-22%	i	x
5	c1ccc(CSc2nnc(-c3cccs3)o2)cc1	-11%	-55%[inhibitor]	-52%[inhibitor][57.5 µM]	i	1%
6	Cc1ccc(C)c(NC(=O)CCCN2C(=O)COc3ccc(C)cc32)c1	x	-2%	-18%	x	x
7	Cc1ccc2c(c1)c1c(c(=O)n(-c3cccc(Cl)c3)c(=O)n1CC(=O)N1CCCC1)n2C	x	4%	-20%	x	x
8	Cc1cc(C)c(S(=O)(=O)N2CCCC(C(=O)NC3CC3)C2)c(C)c1 (configuration not stated)	-1%	19%	-17%	i	2%
9	O=C(NC1(C(F)(F)F)C(=O)Nc2c1c(=O)[nH]c(=O)n2Cc1ccccc1)c1ccco1 (configuration not stated)	x	5%	-9%	x	-2%
10	CC(NC(C(=O)c1ccccc1)c1ccccc1)c1ccccc1 (configuration not stated)	-3%	u	-41%[inhibitor]	i	x
11	O=C(CN1C(=O)S/C(=C/c2ccc(N3CCOCC3)cc2)C1=O)N1CCOCC1	-4%	6%	i	i	-1%
12	O=C(O)C1CCCCC1C(=O)NC1CCCCC1 (configuration not stated)	4%	8%	i	i	1%
13	O=C1C(=O)N(CCOCCO)C(c2ccccn2)/C1=C(\O)c1ccccc1 (configuration not stated)	1%	-13%	i	i	3%
14	COc1ccc(NC(=O)CSc2nnc(-c3nnn(-c4ccc(F)cc4)c3C)o2)cc1	x	-1%	i	x	x
15	COc1ccc(CNC(=S)N/N=C/c2ccc(O)c(OC)c2)cc1	0%	21%	-6%	i	0%

no.	TDP43 rescue	HEK293 tox	GLP-1R inv ag	FUS suppressor
1	11%	26%	-18%	-21%
2	u	0%	0%	1%
3	-1%	5%	67%[activator]	10%
4	23%	-3%	-12%	u
5	u	12%	5%	8%
6	12%	-18%	-28%	-1%
7	22%	-4%	18%	10%
8	16%	8%	15%	5%
9	-1%	5%	2%	-24%
10	5%	2%	u	4%
11	0%	2%	18%	x
12	-11%	-5%	1%	8%
13	-16%	0%	15%	20%
14	19%	-8%	7%	18%
15	-6%	8%[1.53 µM]	u	24%

# Other compounds.
no.	SMILES	aSyn rescue	Abeta yeast res	PTHR1 ag	pAkt inh	MmCpn inh
16	COc1ccccc1-c1nc(CNC(=O)NC2CCCCC2)c(C)o1	x	6%	i	x	x
17	O=C(NC1CCCC1)c1noc2c1CCCCC2	0%	4%	i	i	-1%
18	Cc1c(N=Cc2nc3ccccc3[nH]2)c(=O)n(-c2ccccc2)n1C	-3%	-10%	i	i	-3%
19	CCC(C)NC(=O)C1c2ccccc2C(=O)N1Cc1ccccc1OC (configuration not stated)	-2%	8%	i	i	-3%
20	COc1ccc(CNC(=O)C(C)OC(=O)Cn2cnc3c2c(=O)n(C)c(=O)n3C)cc1 (configuration not stated)	1%	0%	-38%	i	1%
21	Cn1nc(C(C)(C)C)c(NC(=O)c2ccc(F)cc2)c1C(C)(C)C	-11%	3%	i	i	1%
22	O=c1c2ccccc2nc2ccc(N3CCOCC3)nn12	0%	12%	-37%[inhibitor][57.5 µM]	i	-1%
23	Cn1c(=O)c2c(nc(Br)n2CCSc2nnnn2-c2ccccc2)n(C)c1=O	-1%	-8%	i	i	0%
24	COC(=O)[C@@]1(Cc2ccc(OC)cc2)[C@H]2c3cc(C(=O)N4CCCC4)n(CCc4ccc(OC)c(Br)c4)c3C[C@H]2CN1C(=O)c1ccccc1	9%	-11%	-8%	i	x
25	COc1ccc(C2=C(C=C(C#N)C#N)C(c3ccccc3C)c3ccccc3O2)cc1OC (configuration not stated)	9%	3%	i	i	-4%
26	COc1ccc(NC(=O)CC2C(=O)N(c3ccc(F)cc3)C(=O)N2Cc2cccnc2)cc1 (configuration not stated)	x	-11%	14%	x	x
27	COc1ccc2nc(COC(=O)c3cccs3)c(C(C)=O)[n+]([O-])c2c1	6%	-12%	i	i	1%
28	CC12CCC(C(=O)NCc3ccccc3Cl)(OC1=O)C2(C)C (configuration not stated)	6%	-2%	i	i	3%
29	O=C(CSc1oc(-c2cccs2)nc1S(=O)(=O)c1ccc(F)cc1)NCC1CCCO1 (configuration not stated)	-1%	-9%	i	i	-4%
30	C=CCCC(=O)Nc1ccc(COC(=O)N2CCOCC2)cc1	2%	14%	i	i	0%

no.	TDP43 rescue	HEK293 tox	GLP-1R inv ag	FUS suppressor
16	24%	0%	18%	-12%
17	u	-1%	0%	7%
18	-14%	-5%	-7%	1%
19	-15%	-1%	2%	9%
20	-5%	-1%	3%	11%
21	-6%	-1%	-15%	-8%
22	16%	-3%	33%[activator]	-4%
23	21%	-27%	-2%	10%
24	18%	4%	u	39%
25	-24%	-18%	u	x
26	1%	0%	7%	7%
27	19%	2%	8%	-2%
28	18%	6%	8%	-3%
29	2%	-7%	6%	28%
30	-17%	-63%	-10%	-11%

# Another view of two compounds above.
18: Cc1c(N=Cc2nc3ccccc3[nH]2)c(=O)n(-c2ccccc2)n1C
  aSyn rescue = -3%; Abeta yeast res = -10%; PTHR1 ag = i; pAkt inh = i; MmCpn inh = -3%; TDP43 rescue = -14%; HEK293 tox = -5%; GLP-1R inv ag = -7%; FUS suppressor = 1%
16: COc1ccccc1-c1nc(CNC(=O)NC2CCCCC2)c(C)o1
  aSyn rescue = x; Abeta yeast res = 6%; PTHR1 ag = i; pAkt inh = x; MmCpn inh = x; TDP43 rescue = 24%; HEK293 tox = 0%; GLP-1R inv ag = 18%; FUS suppressor = -12%

# Of the compounds above, these have a Cl atom:
no.	SMILES	aSyn rescue	Abeta yeast res	PTHR1 ag	pAkt inh	MmCpn inh
7	Cc1ccc2c(c1)c1c(c(=O)n(-c3cccc(Cl)c3)c(=O)n1CC(=O)N1CCCC1)n2C	x	4%	-20%	x	x
28	CC12CCC(C(=O)NCc3ccccc3Cl)(OC1=O)C2(C)C (configuration not stated)	6%	-2%	i	i	3%

no.	TDP43 rescue	HEK293 tox	GLP-1R inv ag	FUS suppressor
7	22%	-4%	18%	10%
28	18%	6%	8%	-3%

# The results go on.
no.	SMILES	aSyn rescue	Abeta yeast res	PTHR1 ag	pAkt inh	MmCpn inh
31	Cc1ccccc1OCC(=O)Nc1nnc(C2CCCCC2)s1	-7%	-12%	8%	i	0%
32	O=C(COc1ccc(-n2cnnn2)cc1)Nc1ccc(F)c(F)c1	10%	6%	i	i	-2%
33	COC(=O)COc1cc(Br)c(/C=C2/SC(=O)N(CC(=O)N3CCCC3)C2=O)cc1OC	-12%	-1%	-19%	i	2%
34	CCN(Cc1ccccc1)N=Nc1ccccc1	-1%	-6%	-8%	i	x
35	O=C(NCc1ccco1)c1cccnc1Cl	-2%	2%	i	i	-3%
36	COc1ccc(-n2c(=O)c3ccccc3n(Cc3ccccc3F)c2=O)cc1OC	7%	2%	6%	i	2%
37	CCCCn1nnnc1C(c1ccccc1)N1CCN(C(=O)C2CCCO2)CC1 (configuration not stated)	0%	-9%	-10%	i	x
38	COCC(C)n1c(SCC(=O)Nc2nccs2)nc2ccccc2c1=O (configuration not stated)	u	-5%	-3%	i	2%
39	CCc1ccccc1N1C(=O)c2ccccc2S1(=O)=O	-3%	22%	i	i	-1%
40	CCc1nc2ccc(C(=O)Nc3ccc(NC(C)=O)cc3)cn2c1N(CCC(C)C)CCN(C)C	2%	-13%	-45%[inhibitor]	i	x

no.	TDP43 rescue	HEK293 tox	GLP-1R inv ag	FUS suppressor
31	-10%	5%	15%	-14%
32	0%	1%	21%	x
33	1%	-11%	7%	-5%
34	5%	5%	-16%	16%
35	0%	-7%[1.53 µM]	2%	-11%
36	16%	5%	-5%	37%
37	18%	-1%	3%	-14%
38	20%	4%	19%	-16%
39	20%	22%	-13%	x
40	15%	-21%	u	5%
